Bioassay records: PubChem, several laboratories
RmlCD inh mix: RmlC/RmlD inhibition, mixture screen; RmlC/RmlD coupled enzyme inhibition, 384-well mixture HTS; inhibition, % at 5.5 µM; 0.39% of 110,000 active; AID 1532; in the data active means inhibition above about 30%, passing the limit was not always enough; inconclusive means no clear call, values can overlap the other calls; further: strong numbers were not always called active
HIV RNase H inh: inhibitors of HIV-1 reverse transcriptase RNase H; RT-RNase H RNA/DNA duplex cleavage, fluorescence; inhibition, % at 10 µM; 1.9% of 65,000 active; AID 565; in the data active means inhibition above about 50%
Numbers without * were called inactive; i = inactive; ? = inconclusive; / = not tested or not shown.

SMILES	RmlCD inh mix	HIV RNase H inh
CCC1=C(OC(=O)N(CC)CC)N2C(=O)OC(=NCc3ccccc3)[C@]2(C)[C@H]2C1=CC[C@H]1C(=O)N(c3ccccc3)C(=O)[C@H]12	-7	/
O=c1[nH]c(CSc2nc3ccccc3o2)nc2c1cnn2-c1ccccc1	-8	-26
C=CCOc1ccc(C2C(C#N)=C(N)N(Nc3ccccc3)C3=C2C(=O)CCC3)cc1OC (centres undefined)	-10	/
CC[C@@H](C)[C@H](NC(=O)C1CCN(C(=O)[C@@H](NS(=O)(=O)c2ccc(C)cc2)C(C)C)CC1)C(=O)O	/	-9
Cc1c(C(=O)NCc2cccnc2)sc2nc(-c3ccc(F)cc3)cn12	13	-9
N#Cc1nc(-c2cccs2)oc1NCc1ccc(Cl)cc1	-90	-54
O=C(NCc1cccnc1)c1ccc(COc2cccc3ccccc23)o1	8	/
COCCNC(=O)CSc1nc2ccccc2c2nc(C)nn12	?	-11
Cc1ccc(-n2cc3c(-c4cccc(Br)c4)nnc(C)c3n2)cc1	8	/
O=C(Nc1ccccc1)c1sc2cc(C(F)(F)F)cnc2c1-c1cccs1	-14	/
CCOc1ccc(N2C(=O)CC(NCc3ccc(F)cc3)C2=O)cc1 (centres undefined)	-14	-3
Cc1cccc(NC(=S)NC2CC3CCCC(C2)N3CC(C)C)c1C (centres undefined)	1	/
Cc1oc2ccc(OCc3ccccc3F)cc2c1C(=O)O	-6	/
CCC1=C(OC(=O)N(CC)CC)N2C(=O)OC(=NCC3CC3)[C@]2(Cc2ccccc2)[C@H]2C1=CC[C@H]1C(=O)N(CC(=O)OC)C(=O)[C@H]12	2	/
CC1=CC(C)(C(Cl)Cl)C(C)=CC1=O (centres undefined)	-23	/
Cc1ccc(CNC(=O)CN(C2CCCCC2)S(C)(=O)=O)cc1	-74	/
O=C(Nc1ccccc1Cl)N1CCN(c2ccccn2)CC1	-5	-11
NS(=O)(=O)c1ccc(-c2ccc(C=NC3CCS(=O)(=O)C3)o2)cc1 (centres undefined)	14	4
O=C(CCC(NC(=O)OCc1ccccc1)C(=O)OCC(=O)N1CCCCC1)OCC(=O)N1CCCCC1 (centres undefined)	6	/
CCOC(=O)C1=C(C)NC(=S)N(C(C)=O)C1c1ccc(Cl)cc1 (centres undefined)	-5	/
CSc1ccccc1NC(=O)c1c(C)noc1C	-4	-11
CC1CCN(CCC(=O)Nc2ccc3c(c2)CCC3)CC1	-14	/
COC(=O)C1(Cc2ccc(O)c(CC3OC3(C)C)c2)OC(=O)C(O)=C1c1ccc(O)cc1 (centres undefined)	6	/
COC(=O)C1=C(C)NC(=O)C1(Nc1ccc(Cl)cn1)C(F)(F)F (centres undefined)	i	-5
O=C(NCCc1c[nH]c2ccccc12)C(F)(F)F	3	/
CCCC(c1nnnn1CC1CCCO1)N1CCN(c2nc3ccccc3s2)CC1 (centres undefined)	-9	/
O=C(c1cnn2c(C(F)F)cc(C3CC3)nc12)N1CCOCC1	-11	-11
COc1nc(Nc2nc3ccccc3c(=O)[nH]2)nc2ccc(C)cc12	/	43
CC1CC(=O)N(CC(=O)N2CCCC2)c2ccccc2S1 (centres undefined)	3	-7
CCOc1ccc(Nc2nc(N3CCCCC3)nc(N3CCCCC3)n2)cc1	8	/

4 entries from above, with each value named.
structure: CCOC(=O)C1=C(C)NC(=S)N(C(C)=O)C1c1ccc(Cl)cc1 (centres undefined)
  RmlCD inh mix: -5
  HIV RNase H inh: /
structure: CSc1ccccc1NC(=O)c1c(C)noc1C
  RmlCD inh mix: -4
  HIV RNase H inh: -11
structure: CC1CCN(CCC(=O)Nc2ccc3c(c2)CCC3)CC1
  RmlCD inh mix: -14
  HIV RNase H inh: /
structure: COC(=O)C1(Cc2ccc(O)c(CC3OC3(C)C)c2)OC(=O)C(O)=C1c1ccc(O)cc1 (centres undefined)
  RmlCD inh mix: 6
  HIV RNase H inh: /

Arranged by formula weight (lowest first): 7 of the compounds above
SMILES	RmlCD inh mix	HIV RNase H inh
O=C(NCCc1c[nH]c2ccccc12)C(F)(F)F	3	/
CSc1ccccc1NC(=O)c1c(C)noc1C	-4	-11
CC1CCN(CCC(=O)Nc2ccc3c(c2)CCC3)CC1	-14	/
COc1nc(Nc2nc3ccccc3c(=O)[nH]2)nc2ccc(C)cc12	/	43
COC(=O)C1=C(C)NC(=O)C1(Nc1ccc(Cl)cn1)C(F)(F)F (centres undefined)	i	-5
CCOc1ccc(Nc2nc(N3CCCCC3)nc(N3CCCCC3)n2)cc1	8	/
COC(=O)C1(Cc2ccc(O)c(CC3OC3(C)C)c2)OC(=O)C(O)=C1c1ccc(O)cc1 (centres undefined)	6	/

Further entries follow:
SMILES	RmlCD inh mix	HIV RNase H inh
COc1cc(C(C)=O)ccc1OC(=O)C(C)N1C(=O)c2ccccc2C1=O (centres undefined)	6	-13
Cc1cccc(CN2C[C@]34CC[C@@H](C[C@@H]3S2(=O)=O)O4)c1	7	/
COC(=O)C1Sc2[nH]c(=O)sc2C(c2ccc(Cl)cc2)C1C(=O)OC (centres undefined)	1	5
Cc1cccc(C)c1OCCCN1CCCC1	8	/
O=c1c2c(nc3n1CCCCC3)sc1c(O)c(Br)ccc12	-7	/
Cc1ccc(NCc2nnc(SC(C)C(=O)N/N=C/c3ccc(C)o3)n2-c2ccccc2)cc1 (centres undefined)	-14	/
CCOC(=O)N1CCN(C(=O)CN(c2ccccc2OC)S(=O)(=O)c2ccc(C)cc2)CC1	-13	-2
COc1cc(C2C(C#N)=C(N)OC3=C2C(=O)CC(C)(C)C3)ccc1OC(=O)N1CCOCC1 (centres undefined)	7	1
Cc1nn(Cc2ccc([N+](=O)[O-])cc2)c(=O)n1-c1cccc(F)c1	4	/
C=CCSc1[nH]c(=O)cc(C)c1C(N)=O	5	7
CCC1CCCCN1C(=O)CCCOc1ccccc1 (centres undefined)	-5	/
COc1ccc(N(C)C(=O)c2ccc3nc(-c4ccccc4)c(-c4ccccc4)nc3c2)cc1	-12	/
CCCCNC(=O)CSc1nnc(NC(C)=O)s1	-6	0
Cc1csc2ncc(C(=O)Nc3cccc(C(F)(F)F)c3)c(=O)n12	-18	-11
CCOC(=O)c1ccc(NC(=O)CSc2nnnn2C2CCCCC2)cc1	2	/
Cc1ccc(S(=O)(=O)N(C)CC(=O)N2CCCc3ccccc32)cc1	-9	-16
CCN(CC)Cc1c(O)ccc2c([N+](=O)[O-])c(C)n(-c3ccc(OC)cc3)c12	9	/
COc1cccc(C(=O)Nc2ccccc2)c1	8	/
Cc1cccc(CS(=O)(=O)c2nnc([C@H](Cc3ccccc3)NC(=O)OC(C)(C)C)o2)c1	4	/
Cc1ccc(Cc2cnc(NC(=O)/C(C#N)=C/c3ccc(-c4cccc([N+](=O)[O-])c4)o3)s2)cc1	5	/
Cc1ccccc1CS(=O)(=O)CCC(=O)NCCN1CCN(c2cccc(Cl)c2)CC1	/	-20
CCOc1ccc(C(c2nnnn2Cc2ccccc2)N2CCN(C(=O)c3ccco3)CC2)cc1 (centres undefined)	-20	-10
CC(C)C[C@H](NC(=O)c1[nH]cnc1C(=O)Nc1ccccc1)C(=O)OC(C)(C)C	2	/
Cc1ccc(C(=O)ONc2ccc(N=O)cc2)cc1	4	/
CCOC(=O)N(c1ccccc1)P1(=S)OCCO1	10	88*
CCCCC(C)(O)C/C=C/[C@H]1[C@H](O)CC(=O)[C@@H]1CCCCCCC(=O)OC (some centres undefined)	7	/
Cc1ccc(C(C)NC(=O)/C(C#N)=C\c2c(C)[nH]c3ccccc23)cc1 (centres undefined)	8	/
COc1ccc(/C=C/C(=O)c2ccccc2O)cc1	-10	/
c1ccc(OCCOc2ncnc3ccccc23)cc1	1	-56
CCS(=O)(=O)/N=C(\N)c1ccccc1	-11	-6
C=CCn1c(SCC(=O)Nc2ccc(C(=O)OCC)cc2)nnc1-c1cccs1	-11	-1
C/C(N)=C(/C#N)C(=O)CSc1nnc(Nc2cccc(C)c2C)s1	-7	0
CC1COC2C(O1)N(S(C)(=O)=O)CCN2S(C)(=O)=O (centres undefined)	-9	-3
Cn1c2ccccc2c2ncn(Cc3ccco3)c(=O)c21	-8	-16
COc1ccc(N2CC(C(=O)Nc3cc(C)on3)CC2=O)cc1 (centres undefined)	-26	/
COC(=O)c1ccc(Cn2cnc3c(cnn3-c3ccc(Cl)cc3)c2=O)o1	/	-13
Cc1nn(-c2cc(N3CCOCC3)ccc2N)c(=O)c2ccccc12	6	-1
O=C(Nc1ccc(S(=O)(=O)NC2CCCCC2)cc1)c1ccc(Br)o1	6	-3
CN(C)C(=O)CSc1nnc2sc3ccccc3n12	12	-16
CC(C)C[C@H](NC(=O)OC(C)(C)C)c1nnc(SCc2cccc(F)c2)o1	-10	6

Reprinted at random: 3 compounds from above.
SMILES	RmlCD inh mix	HIV RNase H inh
Cn1c2ccccc2c2ncn(Cc3ccco3)c(=O)c21	-8	-16
COc1ccc(/C=C/C(=O)c2ccccc2O)cc1	-10	/
Cc1cccc(C)c1OCCCN1CCCC1	8	/

Following part
SMILES	RmlCD inh mix	HIV RNase H inh
COC(=O)c1sc2nc(-c3ccccc3)c3c(c2c1N)CCCC3	-71	/
CCn1c(COc2ccc(=O)n(-c3ccccc3)n2)nnc1SCc1ccc(C)cc1	2	/
CCOC(=O)Cn1c(=O)oc2cc(S(=O)(=O)N3CCCc4ccccc43)ccc21	-13	-42
CC(=O)c1c(C)[nH]c(C(=O)N2CCc3ccccc32)c1C	-7	-9
CCCn1c(SCC(=O)Nc2c(C)cccc2C)nnc1C(C)C	-2	-9
O=S(=O)(NCCOC12CC3CC(CC(C3)C1)C2)c1cccc2nsnc12	-12	-12
CN1CCN(c2ccc(C(=O)c3ccc(F)cc3)cc2)CC1	0	-5
COc1ccc(C2/C(=C(\O)c3ccc(OC)c(Cl)c3)C(=O)C(=O)N2CCN(C)C)cc1 (centres undefined)	0	-4
OC(c1ccccn1)c1c[nH]c2ccccc12 (centres undefined)	17	-12
C[C@@H]1NC(=O)[C@H](CCC(N)=O)NC(=O)c2cc([N+](=O)[O-])cc(I)c2NCCC[C@@H](C(N)=O)NC1=O	4	/
COCCN1C(=O)c2ccc(C(=O)Nc3nccs3)cc2C1=O	-19	-4
COc1ccc(C(C)(C)C)cc1NC(=O)C1CC=CCC1C(=O)O (centres undefined)	3	-3
O=S(=O)(Nc1ccc(N2CCCCC2)cc1)c1cccs1	-11	6
O=C(NCCSCc1ccccc1)c1cc(S(=O)(=O)N2CCOCC2)ccc1F	/	7
Cc1ccc(-c2cc(=O)c3cc(C)ccc3[nH]2)cc1	-11	/
CCOC(=O)N1CCN(C(=O)Cc2ccc(C)cc2)CC1	4	-13
CC1(C)C(=O)NCCN1C(=O)CSc1nccc(-c2ccc(Br)cc2)n1	7	-12
N#CCc1nc(CSc2nc3ccccc3s2)cs1	-4	-64
CCOC(=O)CSc1nnc(NC(=O)c2cccc(S(=O)(=O)N3CCCCC3)c2)s1	-1	4
CCCCCNC(=O)Cc1cc(=O)[nH]c(=O)[nH]1	2	/
CC1(C)c2[nH]c3ccccc3c2C[C@H]2C(=O)N(Cc3cccc(F)c3)C(=O)N21	-11	/
Cc1ccc(C2/C(=C(\O)c3c(C)nc4ccccn34)C(=O)C(=O)N2CCCN2CCOCC2)o1 (centres undefined)	/	-2
O=C(OCCN1C(=O)c2ccccc2C1=O)c1cc2ccccc2o1	-11	-17
COc1cc2[nH]c(=S)n(C3CCCC3)c(=O)c2cc1OC	1	-1
Cc1ccc(C)c(N2CCN(S(=O)(=O)c3c(C)noc3/C=C/N(C)C)CC2)c1	-3	-19
CN1CCN(c2ccc(C(N)=O)cc2N)CC1	/	0
COCC(=O)n1cc(C(=O)OC)c2ccccc21	4	/
COc1ccc(/C=C2\CCc3ccccc3C2=O)cc1Cn1nc(C)cc1C	4	/
O=C(Cc1cnn(-c2ccccc2)c1)c1ccc(O)c(O)c1O	6	/
CC(NO)/C(=N\O)c1cccs1 (centres undefined)	-9	/
COC(=O)/C=c1/sc2n(c1=O)CCN=2	-4	-3
Cc1ccccc1NC(=O)c1ccc(CN2CCc3ccccc3C2)cc1	8	/
COc1ccc(-c2ncccc2O)cc1	14	/
Cc1cc(C(=O)CSc2n[nH]c(N)n2)c(C)n1-c1cccc(F)c1	-5	-63
Cc1cc(C)nc(/N=C2\NC(=O)CC(C(=O)O)N2c2ccc(Cl)cc2)n1 (centres undefined)	7	-5
Fc1ccc(-c2cnc[nH]2)cc1	-57	-1
COc1ccc(CCNc2c([N+](=O)[O-])c(=O)oc3ccccc23)cc1OC	-5	/
COc1ccc(OC)c(N(CC(=O)Nc2ccccc2C(=O)NCc2ccco2)S(C)(=O)=O)c1	8	/
O=S(=O)(c1ccccc1)c1nc(-c2cccs2)oc1NCCCn1ccnc1	-14	8
CCOC(=O)c1c(NC(=O)C2CCCO2)sc(C(=O)OC(C)(C)C)c1C (centres undefined)	8	/
FC(F)Oc1ccc(/C=N/c2c(-c3ccc(OC(F)F)cc3)nc3n2CCS3)cc1	10	/
Cc1nc2sccc2c(=O)n1-c1cccc(Cl)c1	2	/
CC(C)Oc1nc(-c2ccccc2O)nc2ccccc12	-7	-22
Cc1ccccc1-n1c(=O)cc(NCc2ccc3c(c2)OCO3)[nH]c1=O	12	-8
COc1ccc(OC)c(NC(=O)COC(=O)/C=C/c2c(C)nn(C3CCS(=O)(=O)C3)c2Cl)c1 (centres undefined)	-8	/
CC(=O)c1c(C)nn(C(=O)N2CCOCC2)c1C	10	1
O=c1/c(=C/c2ccccn2)sc2n1CN(c1ccccc1)CN=2	-7	-19
Cc1nn(-c2ccc3nnc(Br)n3n2)c(C)c1Br	-3	-7
CCn1c(SC(C)C)nnc1C1CCN(S(=O)(=O)c2ccc(OC)cc2)CC1	-12	/
O=C(Nc1cccc(C(F)(F)F)c1)c1cc2ncc(Br)cn2n1	-9	/
CCOC(=O)c1c(N)c(C#N)c2n1CCCC2	-6	/
O=C(NC1CCCCC1)NC1CC2CCC(C1)N2C(=S)NCc1ccco1 (centres undefined)	13	/

These rows are one share of the data; count on the stated rates, not on these rows.
